# POLB inh – inhibitors of human DNA polymerase beta; Pol beta primer extension/strand displacement, fluorescence kinetic; Potency, µM (series often up to 114 µM), inactives show at the highest dose activity change, negative = inhibition, most hits filed as inhibitors; 340,000 compounds, 1.3% hits; note: potency is the fitted concentration of half-maximal effect; % is set by controls: 0 for no effect and ±100 for the full control effect
#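 Homogeneous kinetic assay of primer extension and strand displacement by 10 nM Pol beta, preincubated 15 min at room temperature with compound before 50 nM substrate (final) was added. Read at 0 and 10 min; four-parameter Hill fit.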
# POLK inh – DNA polymerase kappa (human) inhibition; AID 588579; Potency, µM (top dose mostly 107 µM), for the others: at the highest dose activity, negative = inhibition, actives largely listed as inhibitors; purified Pol kappa, fluorescent DNA synthesis assay, 10 min; Q9UBT6; 400,000 compounds, 0.53% hits; note: potency is the fitted concentration of half-maximal effect; % is set by controls: 0 for no effect and ±100 for the full control effect
#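 Activity was followed as the change in fluorescence between reads at 0 and 10 min after starting the reaction with 50 nM substrate. Beforehand, 10 nM polymerase had been preincubated with compound for 15 min at room temperature.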
# Apoferritin bind – binds horse apoferritin like a general anesthetic. P02791. apoferritin/1-aminoanthracene competitive binding, fluorescence. Potency, µM (series often up to 77.5 µM), inactives show at the highest dose activity change, negative = displacement, usual class: inhibitors. 350,000 compounds, 0.074% hits. AID 485281; note: potency is the fitted concentration of half-maximal effect; % is set by controls: 0 for no effect and ±100 for the full control effect; nearly all actives have a fitted effect of over 20% in size
#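 Steps: apoferritin (10 uM) was premixed with half-saturated 1-AMA in PBS, compounds were pin-transferred, plates stood 10 min at room temperature, fluorescence was read at 380/535 nm, and curves were fitted with a Hill equation.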
# APE1 inh – inhibitors of human APE1 endonuclease | P27695 | recombinant APE1, TAMRA/BHQ-2 abasic DNA cleavage fluorescence | Potency, µM (highest dose often 65.8 µM), without a hit: at the highest dose activity change, negative = inhibition, actives largely listed as inhibitors | 350,000 compounds, 0.35% hits | AID 2517;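 note: potency is the fitted concentration of half-maximal effect; plate controls were vehicle for no effect and reference inhibitor for full effect; nearly all actives have a fitted effect of over 55% in size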
#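 Incision of a quenched TAMRA/BHQ-2 THF abasic-site duplex (50 nM) by 0.75 nM APE1, after 15 min compound preincubation, measured as fluorescence increase over three 60 s reads. Values normalized to buffer, DMSO and NSC13755 control wells.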
# ERG Ets-DNA blk – ERG Ets/DNA interaction inhibition; P11308; fluorescence polarization, His-ERG Ets domain / labelled DNA; Potency, µM (series often up to 76.9 µM), for the others: at the highest dose FP activity, negative = inhibition, most hits filed as inhibitors; 370,000 compounds, 0.028% hits; AID 624246; active = well fitted inhibition curve with a large enough effect in the polarisation, with a control signal flat; inconclusive = small, poorly fitted or top-dose-only effect, or effect the other way, or a change in a side signal; inactive = no such curve, though single readings can be large or run the other way; the % refers to the polarisation;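 note: polarization taken with two DNA probes labelled with fluorescein and Texas red; potency is the fitted concentration of half-maximal effect; % of control where 0% means no effect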
#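 His-tagged ERG Ets domain (1 uM in the protein solution; 300mM KCl, 50mM Tris-HCl, 1mM EDTA, 1mM DTT, pH 7.5) received compound, then a probe mix of 5 nM fluorescein-DNA and 100nM Texas-615-DNA. Fluorescence polarization was read for both dyes.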
# BLM inh – Bloom syndrome helicase (human) inhibition; recombinant BLM DNA unwinding, fluorescence dequenching; Potency, µM (titrated, usually from 56.1 µM), without a hit: at the top dose activity change, negative = inhibition, most hits filed as inhibitors; 350,000 compounds, 0.2% hits;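 note: potency is the fitted concentration of half-maximal effect; plate controls were vehicle for no effect and no enzyme for full effect; nearly all actives have a fitted effect of over 35% in size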
# ALOX12 inh – ALOX12 (human) lipoxygenase inhibition; P18054; purified 12hLO, xylenol orange hydroperoxide absorbance; Potency, µM (series often up to 108 µM), inactives show at the top dose activity change, negative = inhibition, actives largely listed as inhibitors; 580,000 compounds, 1.1% hits; AID 1671190; note: potency is the fitted concentration of half-maximal effect; % is set by controls: 0 for no effect and ±100 for the full control effect
# Target sequence (P18054 whole entry, looked up): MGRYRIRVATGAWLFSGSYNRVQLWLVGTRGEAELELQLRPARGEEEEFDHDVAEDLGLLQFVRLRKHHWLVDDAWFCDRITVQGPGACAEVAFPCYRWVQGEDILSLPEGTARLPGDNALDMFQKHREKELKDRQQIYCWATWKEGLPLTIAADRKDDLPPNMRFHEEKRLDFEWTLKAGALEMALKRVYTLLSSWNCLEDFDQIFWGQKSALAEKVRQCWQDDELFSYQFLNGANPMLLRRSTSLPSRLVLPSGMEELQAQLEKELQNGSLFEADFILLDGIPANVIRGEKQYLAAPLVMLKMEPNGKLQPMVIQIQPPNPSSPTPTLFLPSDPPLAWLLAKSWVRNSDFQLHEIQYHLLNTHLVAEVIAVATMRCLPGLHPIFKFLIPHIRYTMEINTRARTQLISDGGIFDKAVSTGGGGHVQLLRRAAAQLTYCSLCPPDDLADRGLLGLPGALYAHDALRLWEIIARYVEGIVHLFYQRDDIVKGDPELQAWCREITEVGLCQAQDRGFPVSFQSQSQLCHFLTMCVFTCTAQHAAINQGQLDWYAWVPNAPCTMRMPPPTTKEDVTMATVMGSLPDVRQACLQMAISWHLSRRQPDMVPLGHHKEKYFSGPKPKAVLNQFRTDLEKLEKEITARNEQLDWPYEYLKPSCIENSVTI
#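 Purified human 12hLO (150 nM final) in 25 mM Hepes, 0.01% Triton X-100, pH 7.0 was preincubated 15 min at room temperature with compound. Then 40 uM arachidonic acid was added, 30 min. Hydroperoxide was read by Fe-XO absorbance ratio 573/405 nm.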
# TRHR agonist – activates the human TRH receptor; P34981; TRHR cells, calcium flux fluo-8, FDSS agonist mode; activation, % at 2 µM; 360,000 compounds, 0.18% hits; in the data active = activation above about 30%; note: 0% is about no effect
# Target sequence (P34981 whole entry, looked up): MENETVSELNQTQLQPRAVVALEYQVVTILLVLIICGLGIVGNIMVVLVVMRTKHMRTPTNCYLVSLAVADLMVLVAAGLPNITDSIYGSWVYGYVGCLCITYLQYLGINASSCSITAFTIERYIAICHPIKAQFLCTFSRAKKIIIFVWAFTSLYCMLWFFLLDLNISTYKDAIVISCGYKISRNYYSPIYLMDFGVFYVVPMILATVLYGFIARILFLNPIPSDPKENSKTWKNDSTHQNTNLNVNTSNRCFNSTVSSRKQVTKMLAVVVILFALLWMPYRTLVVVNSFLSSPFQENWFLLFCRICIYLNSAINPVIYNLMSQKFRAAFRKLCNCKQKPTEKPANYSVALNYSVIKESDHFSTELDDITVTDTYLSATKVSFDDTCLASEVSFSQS
#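 TRHR-expressing cells, plated overnight in medium with 10% serum, were loaded with fluo-8 calcium dye at room temperature. After a 10 s baseline, library compound was pin-added and calcium release was recorded kinetically (ex 480/em 530) as agonist response.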
# POLI inh – inhibitors of human DNA polymerase iota; Q9UNA4; Pol iota fluorescent replication assay, 10 min; Potency, µM (doses to about 115 µM), inactives show at the top dose activity, negative = inhibition, hits mostly inhibitors; 390,000 compounds, 1% hits; AID 588590; note: potency is the fitted concentration of half-maximal effect
#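 Pol iota at 10 nM preincubated 15 min with compounds at room temperature; reaction started with fluorescent substrate, 50 nM final. Fluorescence read kinetically at 0 and 10 min; buffer-only wells as negative control.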
# * hit, by the source's call; i = inactive; u = inconclusive; x = no result given; & = joins results of further samples; [ ] = dose if it differs, or a comment. Unless noted, calls come from the whole dose curve; as a rule, active = well fitted curve in the direction sought with a large enough effect; inconclusive = small, poorly fitted or top-dose-only effect, or another doubt; inactive = no such curve, though single readings can be large; an effect the other way counts as inactive or inconclusive.
SMILES,POLB inh,POLK inh,Apoferritin bind,APE1 inh,ERG Ets-DNA blk,BLM inh,ALOX12 inh,TRHR agonist,POLI inh
C[N+]12CCC(CC1)C(OC(=O)C(O)(c1ccccc1)c1ccccc1)C2 (configuration not stated),-1%,8%,0%&-5%,12%,20%,-9%&-3%,-1%,0.4,26%
NS(=O)(=O)c1ccc(CCNC(=O)CCNS(=O)(=O)c2ccccc2C(F)(F)F)cc1,x,-4%,x,9%,-10%,x,-6%,0.2,29%
O=C(CSc1nc2ccc([N+](=O)[O-])cc2s1)c1ccc2ccccc2c1,-5%,1%,-7%,1%,4%,-5%,8%,1.4,-8%
CC(C)(C)NC(=O)C(c1ccc(-c2ccccc2)cc1)N(C[C@H]1CC[C@@H]([C@@H]2CC[C@H](CO)O2)O1)C(=O)c1ccc2ccccc2c1 (some centres not stated),x,-19%,x,-16%,-10%,x,2%,x,14%
O=C(CSc1nnc(-c2cccnc2)n1Cc1ccccc1)NCc1ccco1,-2%,-2%,-15%,-2%,-1%,-10%,-9%[57.4 µM],0.8,u
CCN(CC)c1nc2c(S(=O)(=O)c3ccc(C)cc3)nnn2c2ccsc12,14%,1%,7%,x,6%,-8%,-22%,0.1,-1%
Cc1ccc(OCc2ccc(-c3nc(C#N)c(N4CCC(C)CC4)o3)o2)cc1,0%,-3%,127%[activator],x,-2%,-7%,-22%,0.8,32%[activator]
CC(=O)Nc1ccc(S(=O)(=O)N(C)CC(=O)OCC(=O)N2CCCCC2)cc1,x,-4%,x,-4%,-2%,x,-17%,-0.4,51%[activator]
O=C(NCCNS(=O)(=O)c1ccccc1Cl)c1cc(OCC(F)(F)F)ccc1OCC(F)(F)F,-9%,-16%,-4%,-5%,6%,-4%,0%,-1.3,7%
CC1(C)NC(=O)N(CCCCOc2ccc(Cl)cc2)C1=O,3%,3%,1%,0%,8%,-3%,0%,-0.2,5%
Cc1ccc(S(=O)(=O)n2ccc3c(OCCOCCNCc4ccc(F)cc4)cccc32)cc1,0%,-4%,-12%,15%,-5%,-8%,u,3.4,128%[activator]
N#Cc1ccc(-c2csc(NNC(=O)c3ccccc3)n2)cc1,10%,-11%,3%,-1%,-13%,-17%,0%,0.6,14%
CCCCSc1nc(NCc2ccco2)c2c3c(sc2n1)COC(C)(C)C3,1%,-17%,u,-7%,1%,-12%,-22%,1.0,-2%
O=C(O)CCC(CNS(=O)(=O)c1ccccc1)C(F)(F)F (configuration not stated),-1%,5%,-5%,-1%,-1%,-3%,0%,0.2,93%[activator]
CC(=O)c1ccc(OCC(O)CN2CCN(CCN3C(=O)c4cccc5cccc(c45)C3=O)CC2)cc1 (configuration not stated),14µM*,-35%,-10%,u,-13%,151%[activator],u,-0.7,u
O=Cc1ccc2c(c1)CCN2Cc1ccccc1,-2%,-7%,u,19%,-1%,-3%,0%,-0.6,-2%
CCN1CCN(c2cc(SC(C)C)nc(-c3ccc(OC)cc3)n2)CC1,2%,-10%,-19%,-3%,2%,0%,u,-0.9,4%
COc1ccc2nc(NC(=O)CS(=O)(=O)Cc3ccccc3)sc2c1,29%,-20%,-7%,1%,-3%,-5%,-11%,0.9,-18%
Cc1cccc(-n2ncc3c(N4CCC5(CC4)OCCO5)ncnc32)c1,2%,-12%,38%[activator],5%,-9%,-3%,u,0.4,-9%
Clc1ccc(C2CSc3c4ncnc-4ncn32)cc1 (configuration not stated),11%,-7%,35%[activator],1%,-2%,0%,i,-0.8,0%
CC(=O)Nc1ccc(SCC(=O)N(C)C2CCS(=O)(=O)C2)cc1 (configuration not stated),0%,6%,-4%,-3%,u,-1%,49%[activator],0.3,17%
COC(=O)c1ccc(-c2ccc(C(=O)N3CCCN(C)CC3)cc2)cc1,0%,x,-22%,-5%,x,3%,x,0.4,x
Cc1ccc(CNCc2ccccc2)s1,-1%,-22%,-7%,x,0%,-1%,u,-0.4,4%
NC(=O)CSc1nnc(COc2ccccc2)n1Cc1ccco1,24%,7%,-12%,12%,-4%,-1%,-6%,0.1,-6%
CSCCC(NC(=O)c1cccc([N+](=O)[O-])c1)C(=O)O (configuration not stated),-3%,-19%,-3%,3%,0%,2%,3%,0.4,0%

# Some entries already given with just POLK inh, TRHR agonist and ALOX12 inh.
structure | POLK inh | TRHR agonist | ALOX12 inh
COc1ccc2nc(NC(=O)CS(=O)(=O)Cc3ccccc3)sc2c1 | -20% | 0.9 | -11%
Cc1cccc(-n2ncc3c(N4CCC5(CC4)OCCO5)ncnc32)c1 | -12% | 0.4 | u

# Remaining list, next part.
SMILES,POLB inh,POLK inh,Apoferritin bind,APE1 inh,ERG Ets-DNA blk,BLM inh,ALOX12 inh,TRHR agonist,POLI inh
O=C(Nc1ccc(N2CCOCC2)c(S(=O)(=O)Nc2ccccc2Cl)c1)c1ccc(F)cc1,x,-14%,x,-9%,15%,x,u,x,64%[activator]
CN(CC(=O)OCC(=O)NCc1ccccc1)S(=O)(=O)c1ccc(F)cc1,x,12%,x,-9%,8%,x,-10%,-0.2,16%
Cc1c(NC(=O)Cc2ccccc2)cccc1C(=O)NN1C(=O)c2ccccc2C1=O,-9%,-11%,1%,-2%,0%,1%,11%,0.6,17%
O=C(Cn1cccc1C(=O)c1ccccc1)NCc1cccnc1,14%,1%,-10%,2%,-2%,-1%,151%[activator],0.5,13%
Cc1cc(NS(=O)(=O)c2ccc(Cl)cc2)nn1CC(=O)NCc1ccco1,4%,u,27%,-7%,-2%,-4%,0%,-0.2,-10%
CCOCCc1nnc(NC(=O)c2cc(OC)c(OC)c(OC)c2)s1,14%,0%,-12%,10%,2%,-2%,u,0.9,0%
COc1ccc(C2=C(C)C(N3CCC(C(=O)NCc4ccco4)CC3)=NS2(=O)=O)cc1,-1%,-22%,-9%,x,-1%,-2%,u,-0.1,11%
CN(C)C1(CNC(=O)Nc2ccccc2)CCCCC1,59%,-11%,-8%,-1%,-8%,-1%,-8%,1.8,28%
Cc1nc(C)c(C(=O)N2CCCC(C(=O)c3ccc4ccccc4c3)C2)s1 (configuration not stated),78%,-4%,-18%,0%,0%,-1%,455%[activator],0.1,10%
O=C(C1CCN(c2ncnc3c2nc2n3CCCCC2)CC1)N1CCCCC1,5%,-16%,-2%,53%[activator],3%,0%,3%,-0.3,u
O=C(Cc1ccccc1)Nc1cccc(C(=O)O)c1O,-3%,0%,-9%,1%,12%,-4%,-4%,0.9,17%
CCc1c(C)nn(C(=O)/C(C#N)=C\N(C)C)c1C,1%,-2%,-3%,3%,-8%,-2%,-8%,-0.7,-15%
O=C(c1ccc([N+](=O)[O-])cc1)N1CCN(c2ncc(Br)cn2)CC1,15%,1%,8%,-13%,-6%,-2%,11%,0.6,4%
COc1cc(C2Nc3cc(Cl)c(S(N)(=O)=O)cc3S(=O)(=O)N2)cc(OC)c1OC (configuration not stated),14%,-13%,-5%,12%,9%,0%,23%,0.1,1%
CN1C2=C(C(=O)CC(C)(C)C2)C(c2cccs2)C2=C1CC(C)(C)CC2=O,x,-3%,x,x,1%,x,0%,x,60%[activator]
CC(=O)NCC(=O)N(C)C(C(=O)Nc1ccc2c(c1)OCCO2)c1ccccc1 (configuration not stated),21%,0%,-10%,-3%,22%,3%,-10%,-0.6,71%[activator]
CN1CCCN(C(=O)/C=C/c2ccc(F)cc2)CC1,0%,-7%,1%,-2%,-2%,-9%,5%,0.2,147%[activator]
O=C(CNS(=O)(=O)c1ccc([N+](=O)[O-])cc1)N/N=C\c1ccc(O)cc1,-4%,-10%,-6%,4%,-3%,-3%,-8%,-0.4,-14%
COc1ccc(C2C(C(N)=O)=C(C)Nc3nc(CCCO)nn32)c(OC)c1 (configuration not stated),-2%,-4%,2%,x,2%,-1%,-15%,0.0,-26%
COc1ccc(OC)c(NCc2nnc(-c3ccccc3)o2)c1,38%,2%,-16%,4%,14%,1%,2%,-0.1,21%
COc1ccc(-c2cn(CCO)c(-c3ccc(Cl)nc3)n2)cc1,x,-5%,x,14%,5%,x,-19%,-0.6,u
CCCN1C(=O)/C(=C/c2ccc(OCc3ccc(C(=O)O)cc3)c(OC)c2)NC1=S,x,-21%,x,x,20%,x,u,x,-12%
Cc1cccc(NC(=O)NCC(c2ccc(F)cc2)N2CCN(C)CC2)c1 (configuration not stated),-3%,6%,4%,-15%,1%,0%,-6%,0.6,35%[activator]
CSc1ccc(CN2CCc3c([nH]c4ccccc34)C2)cc1,30%,-7%,-8%,-19%,-3%,-3%,u,1.4,84%[activator]
CC(=O)N1c2ccc3ccccc3c2C(C)CC12CCCCC2 (configuration not stated),u,-8%,-4%,-1%,1%,-5%,7%,-0.1,-3%
# Continued:
SMILES,POLB inh,POLK inh,Apoferritin bind,APE1 inh,ERG Ets-DNA blk,BLM inh,ALOX12 inh,TRHR agonist,POLI inh
CC1CCc2nc(/C(C#N)=C/c3ccncc3)sc2C1 (configuration not stated),2%,-3%,81%[activator],u,12%,-2%,-13%,-0.3,35%[activator]
CCC(C(=O)OCC(=O)NCc1ccc2c(c1)OCO2)c1ccccc1 (configuration not stated),x,2%,x,7%,1%,x,5%,x,8%
CS(=O)(=O)c1ccc(C(=O)Nc2ccccc2N2CCOCC2)c(Cl)c1,12%,-2%,-7%,3%,5%,2%,5%,-0.2,68%[activator]
O=C(CN1CCN(c2ccccc2)CC1)Nc1cccc([N+](=O)[O-])c1,9%,-11%,-9%,8%,-9%,-6%,1%,0.4,-4%
Cc1cc(C)nc(CCNC(=O)C2CCC(=O)N(Cc3ccccc3F)C2)n1 (configuration not stated),12%,-14%,-8%,-14%,-11%,1%,-29%,-0.5,-13%
CSc1ncccc1C(=O)OCC(=O)NC(C)CCc1ccccc1 (configuration not stated),x,-2%,x,15%,-3%,x,-8%,x,4%

# Screens as filed in PubChem BioAssay.

# A portion of the library; rates above refer to the full screens.
